# HSF1 inh: HSF1 inhibition | NIH3T3-HGL HSE-luciferase, MG132-induced, luminescence 8 h; hits give low values | activity change, negative = inhibition, % at 7.5 µM (by protocol) | 300,000 tested, 0.77% active | AID 2098;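 active = more than half of replicate wells show activity change below -50%, luminescence cut by over half; inconclusive = some wells, but at most half, below -50%; inactive = no replicate well below -50%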;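 also: luciferase reports HSF-1 transcriptional activity via heat shock element; 0% = median of DMSO wells and -100% = zero luminescence signal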
# HSF1 activator: increases HSF-1 driven luciferase reporter signal | NIH3T3-HGL HSF-1 luciferase reporter, MG132, 8 h; 100% = twice DMSO control signal | activation, % at 9 µM | 300,000 tested, 1.7% active;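 active = mean replicate activation of at least 50% with a set share of replicates each reaching 50%; inconclusive = only one of those two conditions met; inactive = mean below 50% and too few replicates reaching it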;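 also: 0% = median of the neutral control wells and 100% = twice that signal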
# HSP90 refold inh: blocks HSP90-mediated luciferase refolding in reticulocyte lysate; Rabbit reticulocyte lysate, luciferase refolding luminescence, 3 h; inhibition, % at 5.6 µM; 290,000 tested, 0.91% active;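 active = inhibition above the screen-wide mean plus 3 SD, computed separately per campaign, cut at about 16% in these data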;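 also: 0% = DMSO wells and 100% = 60 µM geldanamycin wells; inhibitors lower the luminescence because luciferase stays unfolded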
# IEC-6 tox: kills IEC-6 intestinal cells in KLF5 counter-screen; AID 1825; inhibition, % at 5 µM; 290,000 tested, 0.78% active; IEC-6 cytotoxicity, luminescence viability; in the data active = inhibition above about 22%;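 also: 0% = plate median of test compound wells and 100% = cytotoxic reference compound wells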
# AI-2 QS modul: Vibrio harveyi AI-2 quorum sensing modulation | activity change, % at 7.5 µM | Vibrio harveyi JMH597 AI-2 luminescence/OD600 ratio, 9 h; hits give low values; strain lacks LuxN and CqsS sensors; 0 = neutral-control median | AID 2094 | 300,000 tested, 0.4% active; in the data active = activity change below about -75%, passing the limit was not always enough; inconclusive = no clear call, values can overlap the other calls;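 also: luminescence divided by OD600 gain over 9 h not by final OD600 alone; inactives centre near 13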
# KLF5 inhibitor: kruppel-like factor 5 inhibition | DLD-1 KLF5 promoter-luciferase reporter, luminescence | inhibition, % at 5 µM | 290,000 tested, 0.23% active | AID 1700;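 active = inhibition above a per-plate limit of that plate's mean compound inhibition plus 3 SD, cut at about 60% in these data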;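 also: 0% = DMSO wells and 100% = LY294002 at 200 µM; higher means less KLF5 promoter-driven luciferase light; inactives centre near -14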
# GSK3A inh: blocks human GSK-3 alpha kinase; 320,000 tested, 0.1% active; AID 2650; ADP-Glo luminescence, 60 min; inhibition, % at 10 µM;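 in the data active = inhibition above about 50%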;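 also: GST-tagged GSK-3 alpha with peptide substrate and 25 µM ATP; 0% = DMSO neutral wells and 100% = GW8510 positive control wells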
# Target sequence (P49840 whole entry, looked up): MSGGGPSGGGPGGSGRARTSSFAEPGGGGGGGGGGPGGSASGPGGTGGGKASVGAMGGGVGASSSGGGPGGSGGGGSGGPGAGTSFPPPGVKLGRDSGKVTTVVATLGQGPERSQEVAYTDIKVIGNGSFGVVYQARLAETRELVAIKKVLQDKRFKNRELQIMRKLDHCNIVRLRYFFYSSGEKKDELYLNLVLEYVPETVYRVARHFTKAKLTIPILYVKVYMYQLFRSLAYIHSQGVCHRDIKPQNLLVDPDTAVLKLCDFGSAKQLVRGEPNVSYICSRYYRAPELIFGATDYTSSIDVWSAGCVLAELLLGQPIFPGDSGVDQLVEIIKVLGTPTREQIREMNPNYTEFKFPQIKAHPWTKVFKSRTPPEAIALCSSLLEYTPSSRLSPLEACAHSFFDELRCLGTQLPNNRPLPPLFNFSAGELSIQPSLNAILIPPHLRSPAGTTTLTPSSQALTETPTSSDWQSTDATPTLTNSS
# aSyn UTR inh: 5' untranslated region of α-synuclein, MLPCN primary screen; inhibition, % (tested at 7.5 µM); alpha-synuclein 5'UTR reporter, inhibitor activity; 300,000 tested, 0.82% active; in the data active = inhibition above about 60%; inconclusive = no clear call, values can overlap the other calls;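 also: H4 neuroglioblastoma cells stably carrying SNCA 5'UTR luciferase fusion; 0% = DMSO wells and 100% = positive control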
# PolyA inhibitor: yeast polyadenylation inhibition. 300,000 tested, 0.02% active. S. cerevisiae SKY197-pL101 polyadenylation reporter, beta-gal luminescence; efflux-impaired pdr1/pdr3 knockout yeast; score 100 = 6 SD above DMSO. calls only at 12 µM;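 active = lowest replicate activity score at least 50, where 100 means six control SD above control mean; inconclusive = lowest score under 50 but half or more replicates reach 50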;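 also: yeast exposed to compound for 9 h at 30 °C; higher score means more reporter readthrough which indicates perturbed polyadenylation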
# GSK3B inh: blocks human GSK3beta kinase activity. 300,000 tested, 0.038% active. P49841. activity score (negative = inhibition), % at 10 µM. GST-GSK3beta kinase, ADP-Glo luminescence, 60 min; hits give low values;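 active = more than half of replicate wells score below -50%, meaning over 50% inhibition versus plate controls; inconclusive = some replicates but at most half score below -50%; inactive = no replicate scores below -50%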;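 also: 0% = median DMSO wells and -100% = median GW8510 positive control wells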
# Target sequence (P49841 whole entry, looked up): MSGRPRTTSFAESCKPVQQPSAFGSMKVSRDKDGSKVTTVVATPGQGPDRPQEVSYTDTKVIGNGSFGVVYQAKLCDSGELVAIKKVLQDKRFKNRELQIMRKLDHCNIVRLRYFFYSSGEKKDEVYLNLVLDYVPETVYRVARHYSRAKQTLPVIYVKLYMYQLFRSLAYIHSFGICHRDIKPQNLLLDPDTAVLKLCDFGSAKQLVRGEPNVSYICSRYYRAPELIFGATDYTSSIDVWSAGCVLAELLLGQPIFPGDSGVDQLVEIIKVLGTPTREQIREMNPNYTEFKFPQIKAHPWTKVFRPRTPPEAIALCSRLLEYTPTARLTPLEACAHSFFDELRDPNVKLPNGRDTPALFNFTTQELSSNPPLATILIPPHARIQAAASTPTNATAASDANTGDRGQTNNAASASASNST
#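 Assay system: GST-tagged human GSK3beta kinase, cell-free; Input: 1.6 ng GSK3beta; Medium: Tris/MgCl2 kinase buffer; Timing: 60 min enzyme reaction, room temperature; Signal: ADP-Glo luminescence quantifying ADP generated by kinase; Evaluation: score relative to plate controls; Benchmarks: DMSO neutral wells and GW8510 at 20 µM as positive.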
# Numbers without * were called inactive; i = inactive; ? = inconclusive; / = no result given. This is a subset (hit frequency here may not be typical).
no.	smiles	HSF1 inh	HSF1 activator	HSP90 refold inh	IEC-6 tox	AI-2 QS modul	KLF5 inhibitor	GSK3A inh	aSyn UTR inh	PolyA inhibitor	GSK3B inh
1	COc1ccc(NC(=O)c2ccc(C(=O)c3ccccc3)o2)cc1	/	/	-4	3	/	-45	-3	/	/	/
2	Cc1cccc(C)c1OCC(=O)NNC(=O)Nc1ccc(Cl)cc1	3	5	-2	1	12	-8	-1	14	i	-2
3	CC(C)N1CCN(Cc2coc3ccccc3c2=O)CC1CCO (centres undefined)	/	/	0	11	-3	-28	-1	6	i	-1
4	Cc1ccc(C(=O)O)cc1NC(=O)CCc1ccccc1	-2	-11	-3	-4	3	-16	-1	3	i	1
5	COc1ccc(Cn2ccnc2SCC(=O)Nc2ccccc2)cc1	-3	-7	5	6	12	-5	-1	6	i	-5
6	CC(C)c1c(C(=O)N/N=C/C2CC=CCC2)nnn1-c1nonc1N (centres undefined)	4	6	-2	-7	41	-19	1	6	i	-2
7	O=C(N=Nc1c(O)n(Cc2ccccc2)c2ccccc12)c1ccc(O)cc1	51	62*	3	16	49	-113	-3	-58	i	2
8	O=C(Nc1ccnn1C1CCN(C(=O)c2ccc(Cl)c(F)c2)CC1)C1CCOC1 (centres undefined)	-4	-4	-6	-1	20	-27	-2	-6	i	2
9	C=CCNC(=O)COC(=O)COc1ccc(Cl)cc1C	-8	-1	-2	0	18	-26	-1	-2	i	4
10	CCC(C)NC(=O)CNS(=O)(=O)c1ccc(C)cc1 (centres undefined)	0	-3	4	0	-24	-23	0	-13	i	-2
11	Nn1c(SCC(=O)NCCC2=CCCCC2)nnc1C(F)(F)F	0	9	-5	-1	28	-25	2	-18	i	4
12	C=CCOC(=O)C1=C[C@@H](c2csc3ccccc23)[C@H](CCCO)[C@@H](OCC)O1	6	10	/	/	15	/	-3	37	i	-1
13	CC(C)CN(C(=O)CN1CCC(C)CC1)c1c(N)n(CC(C)C)c(=O)[nH]c1=O	-4	13	1	-6	-1	-10	1	5	i	3
14	Cc1ccc(C(=O)Nc2ccc3c(c2)nc(CCNC(=O)c2ccco2)n3C)cc1	27	23	-1	8	12	-114	-1	-104	i	-2
15	COc1ccc(OC)c(NC(=S)N2c3ccccc3CC2C)c1 (centres undefined)	-4	-7	-2	1	36	1	-2	-12	i	0
16	COc1ccc(CCNC(=O)C(=O)NCC2OCCN2S(=O)(=O)c2ccc(Br)cc2)cc1OC (centres undefined)	-2	16	-5	2	28	0	1	-8	i	-4
17	CCCOc1ccc(CNC(=O)C2CCN(c3nnc(N4CCCC4=O)s3)CC2)cc1	4	27	-3	0	10	-13	3	18	i	0
18	COc1cccc(CN2CCN(CCc3ccccc3)C(CCO)C2)c1OC (centres undefined)	-7	-6	10	4	46	-9	-1	4	i	0
19	Cc1cccc(NC(=S)N2CCN(c3cc(C)ccc3C)CC2)c1	5	15	5	-2	27	-32	-3	-7	i	1
20	CCn1c(SCC(=O)NC2(C#N)CCCCC2)nc2ccccc2c1=O	1	2	/	/	3	/	2	2	i	1
21	CCCS(=O)(=O)c1nnnn1-c1cccc(OC)c1	-95*	-95	1	33*	-63	5	1	-6	i	-5
22	O=C(c1ccc2c(c1)OCO2)N1CCN(c2ccccn2)CC1	-3	0	0	1	34	0	-2	8	i	3
23	COC(=O)c1ccc(NC(=O)CN(Cc2ccc(Cl)cc2)S(C)(=O)=O)cc1	-2	3	0	5	5	-18	2	2	i	4
24	CCOC(=O)c1c(S(=O)(=O)NCC(=O)Nc2ccc(F)cc2F)c(C)n(C)c1C	5	27	-3	-1	5	-13	-1	32	i	2
25	Cc1ccc(SCC(=O)Nc2cccnc2)cc1	4	-1	-3	6	9	-29	0	-29	i	-1
26	Cc1ccc(C(C)C)cc1NC(=O)Nc1ccc([N+](=O)[O-])cc1	-17	-24	0	10	62	-6	-1	45	i	0
27	CCOc1[nH]n(-c2ccccc2)c(=O)c1C=Nc1ccccc1	6	13	1	-3	11	-25	0	-28	i	1
28	CC(NC(=O)C1CCCN1S(=O)(=O)c1ccccc1)c1ccccc1 (centres undefined)	11	18	-3	-2	7	-10	-2	-1	i	-2
29	O=C1OC(Oc2ccccc2)(c2ccccc2)c2ccccc21 (centres undefined)	14	22	-1	-3	15	-2	-2	-7	i	2
30	COc1cc(-c2nnc(SCC(=O)NC3CCS(=O)(=O)C3)o2)cc(OC)c1OC (centres undefined)	-6	13	1	6	19	-53	-1	9	i	1
31	O=C(Cn1cc(C(=O)C2CCCCC2)c2ccccc21)NCC1CCCO1 (centres undefined)	-3	19	5	1	-1	-24	-1	-3	i	-2
32	Cc1ccc(C(=O)N/N=C/c2nc3ccccc3n2C)cc1	0	5	0	4	22	-16	2	-27	i	1
33	C=COCCNC(=S)N1CCOCCOCCN(C(=S)NCCOC=C)CCOCC1	-2	-10	3	-1	8	-3	-1	-1	i	-2
34	CCOP(=O)(OCC)c1nc(Cc2ccccc2)oc1NCc1ccccc1	-3	-11	2	2	15	-2	-1	-10	i	-20
35	Cc1ccc(-c2nnc(NCc3ccccc3)c3ccccc23)cc1	18	31	3	-2	-1	-8	0	8	i	-1
36	NNc1nc2c(Cl)ccc(Cl)c2s1	8	3	0	9	17	-28	-3	-20	i	0
37	CC(=O)N1CCN(C(=O)c2ccc(S(=O)(=O)Nc3ccccc3Cl)cc2)CC1	-7	-6	/	/	33	/	-2	-2	/	1
38	NC(Cc1c[nH]c2ccccc12)C(=O)NCc1ccccc1 (centres undefined)	-19	-6	-2	-4	10	-25	-2	3	i	2
39	CCC(=O)Nc1ccccc1-c1nnn(CC(=O)N2c3ccccc3CC2C)n1 (centres undefined)	-1	-4	0	-6	25	-23	0	24	i	1
40	Cc1cc(C)cc(N2CC(C)Cn3c2nc2c3c(=O)[nH]c(=O)n2C)c1 (centres undefined)	-1	-1	15	12	12	-59	1	30	i	1
41	C/C(=N\O)C(C)(C)Nc1cccc(F)c1	-5	-5	-2	-1	19	-21	-1	12	i	1
42	O=C(NCc1ccccn1)c1ccc(COc2ccc(Cl)cc2)o1	10	14	3	-5	7	-6	-2	11	i	-3
43	CCCCOC(=O)c1ccc(S(N)(=O)=O)o1	-3	-2	-3	-4	16	-22	-2	-49	i	3
44	COC/C=C/C1=CC2=CC(=O)C(C)(OC(=O)CCC(=O)OC)C(=O)C2=CO1 (centres undefined)	3	-11	/	/	10	/	0	0	i	-2
45	COCC(C)NC(=O)CCSc1nc(-c2ccc(OC)cc2)cc(C(F)(F)F)n1 (centres undefined)	1	-10	4	4	22	-26	2	-12	i	-2
46	CCCNC(=O)c1ccc2c(=O)n3c(-c4ccc(C)cc4)csc3nc2c1	-6	-19	/	/	-6	/	-2	18	i	1
47	CC(C)c1ccc(N(CC(=O)NC2CCCCC2)C(=O)CCC(=O)Nc2ccccn2)cc1	-4	17	3	8	4	-40	2	14	i	3
48	O=C(/C=C/c1cc([N+](=O)[O-])ccc1OC(F)F)Nc1cccc([N+](=O)[O-])c1	-73*	-79	3	5	13	-14	/	20	i	-2
49	CC(NC(=O)CCc1nnc(Cc2cccc(C(F)(F)F)c2)o1)C1CC1 (centres undefined)	5	35	1	2	18	-67	-3	-77	i	2
50	CC(=O)c1nc(N2C(=O)CC(Cc3cc(C)cc(C)c3)C2=O)sc1C (centres undefined)	-6	0	-1	0	25	-31	-1	19	i	-2
51	CCCCN1C(=O)N(c2ccc(Cl)cc2)C(C)(O)CC1(C)C (centres undefined)	-1	16	-1	-2	-2	-14	-3	13	i	-1
52	O=C(O)c1ccccc1OCc1ccccc1Cl	?	-61	4	6	28	-7	-6	3	i	4
53	O=C(OCc1cccc([N+](=O)[O-])c1)c1cc(=O)[nH]c2ccccc12	4	28	-3	-2	22	-15	-3	3	i	2

# 6 entries from above, reformatted.
# Values in the order – HSF1 inh, HSF1 activator, HSP90 refold inh, IEC-6 tox, AI-2 QS modul, KLF5 inhibitor, GSK3A inh, aSyn UTR inh, PolyA inhibitor, GSK3B inh
35: Cc1ccc(-c2nnc(NCc3ccccc3)c3ccccc23)cc1
    18, 31, 3, -2, -1, -8, 0, 8, i, -1
36: NNc1nc2c(Cl)ccc(Cl)c2s1
    8, 3, 0, 9, 17, -28, -3, -20, i, 0
37: CC(=O)N1CCN(C(=O)c2ccc(S(=O)(=O)Nc3ccccc3Cl)cc2)CC1
    -7, -6, /, /, 33, /, -2, -2, /, 1
38: NC(Cc1c[nH]c2ccccc12)C(=O)NCc1ccccc1 (centres undefined)
    -19, -6, -2, -4, 10, -25, -2, 3, i, 2
39: CCC(=O)Nc1ccccc1-c1nnn(CC(=O)N2c3ccccc3CC2C)n1 (centres undefined)
    -1, -4, 0, -6, 25, -23, 0, 24, i, 1
40: Cc1cc(C)cc(N2CC(C)Cn3c2nc2c3c(=O)[nH]c(=O)n2C)c1 (centres undefined)
    -1, -1, 15, 12, 12, -59, 1, 30, i, 1

# Compound activity deposited in PubChem by several laboratories.
